FXN GAA850 act: FXN promoter activators, primary screen, cell-based, luciferase luminescence, HEK293 lucGAA850; activation, % at 6 µM; AID 540364, 2011; hit rate 0.56% among 360,000; HEK293 lucGAA850 FXN promoter luciferase reporter, 24 h; percent of 10 µM SAHA response;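 active = activation above the average of all compounds screened plus 3 SD, cutoff fixed separately per campaign, cut at about 7.5% in these data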;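 also: 0% = DMSO wells and 100% = 10 µM SAHA wells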
hcDAF12 agonist: H. contortus DAF-12 nuclear receptor activators, primary screen, cell-based, luminescence, HEK293, lit1-tk-luc reporter; HEK293 hcDAF-12 lit1-tk-luc reporter; 0% DMSO, 100% Δ7-dafachronic acid; activation, % at 6.8 µM; hit rate 1.4% among 370,000; AID 652067, 2013;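 active = activation above the mean of all tested compounds plus 3 SD, cut at about 5.5% in these data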;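 also: 100% = response to 3 µM Δ7-dafachronic acid high control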
ssDAF12 agonist: S. stercoralis DAF-12 nuclear receptor activators, primary screen, cell-based, luminescence, HEK293, GRIP1 co-expression, lit1-tk-luc | Nuclear hormone receptor DAF-12 (Strongyloides stercoralis) | HEK293 ssDAF-12/GRIP1 lit1-tk-luc reporter; % of 3 µM dafachronic acid response | activation, % at 6.8 µM | hit rate 1% among 370,000 | AID 652126, 2013;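 active = activation above the mean over all tested compounds plus 3 SD, cut at about 0.9% in these data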;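 also: 0% = DMSO-only wells and 100% = 3 µM delta7-dafachronic acid wells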
NR1D1 modulator: modulators of Rev-erb alpha DNA binding, primary screen, biochemical, FITC-DNA, fluorescence polarization, uHTS. Nuclear receptor subfamily 1 group D member 1 (Homo sapiens), P20393. Rev-erbα–FITC-DNA binding, 90 min. activity, % at 10 µM. hit rate 0.79% among 370,000;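 active = activity above about 14%, limit read from the data; passing the limit was not always enough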;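 also: 0% = DMSO wells with 35 nM protein and 100% = DMSO wells with 750 nM protein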
DAX1 inh-1: DAX1 (NR0B1) inhibitors, primary screen, cell-based, HEK293, Gal4-DAX1, luciferase luminescence. Nuclear receptor subfamily 0 group B member 1 (Homo sapiens), P51843. HEK293 Gal4-DAX1 luciferase reporter. inhibition, % at 6.75 µM. hit rate 0.99% among 340,000. AID 504766, 2011;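 active = inhibition above the mean over all tested compounds plus 3 SD, cut at about 4.2% in these data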;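 also: 0% = DAX1-transfected cells with DMSO and 100% = empty-vector control cells with DMSO; inhibition shows as a rise in luminescence from relieved DAX1 repression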
DAX1 inh-2: DAX1 (NR0B1) inhibitors on StAR promoter, primary screen, cell-based, luminescence, SF-1 (NR5A1), full-length DAX-1 | HEK293T StAR-luciferase reporter, SF-1/DAX-1 repression relief | inhibition, % at 6.8 µM | hit rate 1.1% among 370,000 | AID 652010, 2013;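 active = inhibition above the mean over all tested compounds plus 3 SD, cut at about 3.6% in these data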;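 also: 0% = DAX-1 cells with DMSO and 100% = cells lacking DAX-1 with DMSO; higher inhibition means more luminescence from relief of DAX-1 repression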
PG9 Ab binder: binders of HIV-1 gp120 antibody PG9, primary screen, biochemical, TR-FRET. TR-FRET gp120-PG9 antibody binding. inhibition, % at 6.7 µM. hit rate 0.43% among 360,000. AID 624416, 2012; in the data active = inhibition above about 8.5%
PLC-beta3 inh: human PLC-beta3 inhibitors, primary screen, biochemical, fluorescence. 1-phosphatidylinositol 4,5-bisphosphate phosphodiesterase beta-3 (Homo sapiens), Q01970. Purified PLC-beta3, fluorogenic substrate. inhibition, % at 12.2 µM. hit rate 0.18% among 370,000; in the data active = inhibition above about 11%;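 also: 0% = median of compound wells on plate and 100% = full blocker control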
Target sequence (Q01970 whole entry, looked up): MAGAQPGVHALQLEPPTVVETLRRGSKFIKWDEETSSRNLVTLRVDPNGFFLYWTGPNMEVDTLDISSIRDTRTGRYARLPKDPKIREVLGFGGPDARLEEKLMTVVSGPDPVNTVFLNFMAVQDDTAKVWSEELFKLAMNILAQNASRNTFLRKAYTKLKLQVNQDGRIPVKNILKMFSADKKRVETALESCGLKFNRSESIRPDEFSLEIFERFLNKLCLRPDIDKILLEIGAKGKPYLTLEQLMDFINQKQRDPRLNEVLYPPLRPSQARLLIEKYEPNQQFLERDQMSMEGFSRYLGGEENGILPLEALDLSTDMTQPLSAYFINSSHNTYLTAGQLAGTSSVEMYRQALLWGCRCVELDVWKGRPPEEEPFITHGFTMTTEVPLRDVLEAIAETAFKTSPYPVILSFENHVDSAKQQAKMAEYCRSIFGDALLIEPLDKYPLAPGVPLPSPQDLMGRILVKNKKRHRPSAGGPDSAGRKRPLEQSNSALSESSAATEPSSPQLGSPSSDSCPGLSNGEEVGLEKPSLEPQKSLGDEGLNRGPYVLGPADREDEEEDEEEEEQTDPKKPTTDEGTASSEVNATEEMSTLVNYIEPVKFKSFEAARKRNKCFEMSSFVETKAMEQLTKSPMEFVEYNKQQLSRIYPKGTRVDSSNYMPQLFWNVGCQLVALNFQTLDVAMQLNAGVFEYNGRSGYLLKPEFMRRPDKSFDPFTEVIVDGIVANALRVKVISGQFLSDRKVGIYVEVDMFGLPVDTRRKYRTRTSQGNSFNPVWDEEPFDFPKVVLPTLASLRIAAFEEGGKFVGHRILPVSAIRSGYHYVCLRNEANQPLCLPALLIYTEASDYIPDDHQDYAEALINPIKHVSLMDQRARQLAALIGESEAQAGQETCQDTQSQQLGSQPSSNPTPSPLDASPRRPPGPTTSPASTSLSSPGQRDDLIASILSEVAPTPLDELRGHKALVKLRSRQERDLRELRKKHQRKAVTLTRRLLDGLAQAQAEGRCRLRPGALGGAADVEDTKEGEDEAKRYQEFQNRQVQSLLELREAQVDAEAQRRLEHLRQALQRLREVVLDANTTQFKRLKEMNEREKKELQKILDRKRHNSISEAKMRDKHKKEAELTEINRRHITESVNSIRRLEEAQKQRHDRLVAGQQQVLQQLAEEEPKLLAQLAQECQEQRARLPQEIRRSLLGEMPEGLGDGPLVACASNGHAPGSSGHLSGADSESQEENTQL
hgDAF-12 ag: H. glycines DAF-12 receptor agonists, primary screen, cell-based, luminescence, HEK293, GAL4 fusion, UAS-luciferase; activation, % at 6.8 µM; HEK293 GAL4-hgDAF12 UAS-luciferase reporter, agonist luminescence; normalized to butyrate control; hit rate 1.8% among 370,000; Nuclear hormone receptor DAF-12 (Heterodera glycines), GAL4 fusion;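 active = activation above a cutoff set at the mean of all screened compounds plus 3 SD, cut at about 10% in these data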;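 also: 0% = DMSO wells and 100% = sodium butyrate wells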
HGIII-sPLA2 inh: human group III sPLA2 inhibitors, primary screen, biochemical, QFRET, BODIPY PC-A2 liposome substrate | Group 3 secretory phospholipase A2 (Homo sapiens), Q9NZ20 | QFRET BODIPY PC-A2 liposome hydrolysis, fluorescence | inhibition, % at 12.2 µM | hit rate 0.56% among 370,000 | AID 743126, 2013;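 active = inhibition above mean plus 3 SD of compounds lying within the high and low control bounds, cut at about 19% in these data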;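 also: 0% = median of test compound wells and 100% = no enzyme DMSO wells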
SMARCA2 act: SMARCA2 (BRM) function activators, primary screen, cell-based, luminescence, high throughput. MG213 cells, MMTV-luciferase reporter, dexamethasone, overnight. activation, % at 9.1 µM. hit rate 1% among 370,000. AID 652017, 2013; in the data active = activation above about 7.8%;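 also: 0% = vehicle wells and 100% = reference activator wells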
An asterisk follows results filed as active; i = inactive; · = not tested or not shown; & = joins results of further samples.

SMILES | FXN GAA850 act | hcDAF12 agonist | ssDAF12 agonist | NR1D1 modulator | DAX1 inh-1 | DAX1 inh-2 | PG9 Ab binder | PLC-beta3 inh | hgDAF-12 ag | HGIII-sPLA2 inh | SMARCA2 act
Cc1cn([C@H]2C[C@H](N=[N+]=[N-])[C@@H](CO)O2)c(=O)[nH]c1=O | 0.2 | -1.8 | -1.5 | 1.4&-7.7 | 0.6 | 0.4 | -0.6 | -0.9 | 2.3 | -0.3 | 0.2
COc1ccc(C2=NS(=O)(=O)N(C)C(C(=O)N3CCc4ccccc4C3)=C2)cc1OC | -1.4 | -2.5 | -1.3 | 5.9 | -2.2 | -4.2 | 0.8 | -129.9 | -3.1 | -3.9 | -2.0
Cn1c(N)c(C#N)c(-c2ccccc2)c(C#N)c1=O | 1.4 | 3.2 | -0.3 | 5.2 | · | 1.6 | -1.0 | 0.4 | -2.2 | 5.4 | -3.7
CCOc1ccc2[nH]c(=O)c(CN(CCCN3CCOCC3)Cc3nnnn3Cc3ccc(OC)cc3)cc2c1 | -0.5 | 1.0 | -0.9 | 8.3 | -2.4 | 0.0 | 0.2 | -22.7 | -3.8 | -12.3 | 0.2
Cc1ccc(Sc2ccc(S(=O)(=O)Nc3ccc(CC(=O)O)cc3)cc2)cc1C | -0.8 | 1.6 | -1.6 | -2.5 | 0.4 | 0.8 | 3.4 | -9.8 | -0.5 | -46.2 | -1.5
O=C(COC(=O)c1cc[n+]([O-])cc1)Nc1ccccc1Sc1ccccc1 | 0.1 | 0.0 | -1.6 | 3.5 | -1.2 | 0.2 | -1.1 | 0.2 | 0.5 | -2.7 | 0.7
CCOC(=O)CNC(=O)CN1C(=O)CC(c2ccccc2)S(=O)(=O)c2ccccc21 (configuration not stated) | -0.7 | -0.2 | -1.7 | 6.4 | 0.4 | -1.3 | 1.5 | -2.9 | 3.0 | 2.6 | 0.5
Cc1noc(C)c1COC(=O)c1cccc(S(=O)(=O)N2CCCCCC2)c1 | 2.0 | -4.8 | -2.0 | -1.1 | -4.0 | -3.1 | -0.4 | -0.8 | -6.7 | -5.6 | -4.0
COc1cc(C2CC(c3cccs3)=NN2C(=O)CCl)ccc1OC(F)F (configuration not stated) | -9.9 | -4.2 | -1.4 | -1.5 | -0.8 | -1.1 | -1.7 | -32.6 | -0.8 | -9.5 | -9.4
Cn1c(Nc2cccc(Cl)c2)nc2ccccc21 | 1.3 | -1.9 | -1.4 | 1.9 | -0.6 | -0.8 | -3.7 | -2.8 | 4.2 | -0.2 | 4.9
C[C@H](CO)N1C[C@H](C)[C@@H](CN(C)Cc2ccc(C(=O)O)cc2)Oc2c(NS(=O)(=O)c3ccccc3)cccc2C1=O | 0.7 | -0.3 | -1.2 | -0.2 | -0.4 | 0.7 | -0.7 | 0.4 | 0.8 | -2.2 | 2.0
NNC(=O)c1ccc(CSc2n[nH]c(=O)[nH]c2=O)cc1 | 1.3 | -0.5 | -0.8 | -5.9 | 2.5 | 0.0 | -2.0 | -14.0 | -1.3 | 2.1 | 3.9
CCC1(c2ccccc2)NC(=O)N(CC(=O)Nc2cc(S(=O)(=O)N3CCCCC3)ccc2OC(C)C)C1=O (configuration not stated) | 5.6 | -1.8 | -1.2 | -0.1 | -0.7 | -0.6 | 2.2 | -8.8 | -1.4 | -13.4 | -2.5
CCn1cc(CNC(=O)c2ccc3nc(Cc4ccccc4F)oc3c2)cn1 | 0.6 | -0.9 | -1.1 | -5.3 | -1.4 | -1.0 | 2.0 | -8.3 | 0.0 | 1.9 | -4.2
CN(C)S(=O)(=O)N1CCN(C(=O)N2CCOCC2)CC1 | -2.3 | -0.4 | -0.5 | -3.6 | -0.1 | 0.7 | 0.1 | -0.2 | 2.8 | 4.7 | -0.8
CCN1CCN(c2ccc(S(=O)(=O)N3CCCCC3)cc2NC(=O)c2cccc(C(F)(F)F)c2)CC1 | -2.2 | 0.3 | -1.5 | 1.9 | 0.6 | -1.9 | -1.2 | -1.7 | 3.7 | -15.7 | -0.5
O=C(N/N=C/c1ccc([N+](=O)[O-])o1)c1cn(-c2ccccc2)nc1-c1ccc(Cl)cc1 | 4.5 | -0.8 | -1.4 | -2.8 | 0.6 | -0.1 | -1.3 | -1.0 | 1.3 | 2.0 | -0.1
COc1ccccc1NC(=S)NCCc1ccc(OC)c(OC)c1 | -1.1 | -0.8 | -1.2 | 2.5 | 0.2 | -0.8 | -0.1 | -2.1 | -4.1 | 6.1 | -1.8
Cc1cccc(NC(=O)C2CCN(S(=O)(=O)c3cccs3)CC2)c1 | -1.0 | -2.3 | -1.2 | 3.0 | -0.2 | -0.7 | -0.3 | -0.3 | -3.2 | 2.0 | -0.3
O=C(NC1CCCCC1)C1CCN(C(=O)c2ccccc2Cl)CC1 | 0.7 | -0.3 | -0.1 | 6.4 | -1.0 | -0.1 | 0.0 | -6.0 | -2.5 | 8.8 | -2.5
CN(C)c1ccc(/C=N/NC(=O)c2ccc3c(c2)OCO3)cc1 | 2.1 | 0.1 | -0.4 | 2.3 | 3.4 | 0.6 | -13.7 | -341.2 | 5.7 | 4.5 | 3.0
Cn1cc(SCC(=O)NCC2CCCO2)c2ccccc21 (configuration not stated) | -0.6 | 1.8 | -0.6 | 29.6* | 1.0 | -0.9 | -1.9 | 0.8 | -0.2 | 0.4 | 1.4
Clc1ccc(-n2nnnc2-c2ccccc2)cc1 | 1.5 | -2.3 | -1.9 | 3.5 | 0.4 | -1.0 | -1.8 | 2.1 | -1.1 | -4.3 | -1.1
COc1ccccc1/C=N/NC1=NCCCCC1 | 0.2 | -1.8 | -0.5 | 3.7 | 1.0 | -0.1 | -1.4 | 3.1 | 2.4 | -1.3 | -1.1
Nc1scc2c(C(=O)O)nn(-c3ccccc3)c(=O)c12 | 1.7 | 0.5 | -1.2 | -2.9 | 1.6 | 0.1 | -1.7 | -18.3 | 0.1 | 3.7 | 0.3
O=C(COC(=O)c1c(F)cccc1F)NCCNC(=O)COC(=O)c1c(F)cccc1F | -0.3 | -0.2 | -0.5 | 3.0 | -0.6 | 0.1 | -2.5 | -0.2 | 2.3 | -1.0 | -0.1
CCC1CCc2sc(C(=O)Nc3cc(S(=O)(=O)N4CCOCC4)ccc3OC)cc2C1 (configuration not stated) | · | -0.3 | -1.0 | -13.3 | · | · | · | -11.0 | 1.8 | 3.1 | ·
Fc1ccc(CN2CCN(c3ncnc4scc(-c5ccccc5)c34)CC2)cc1 | -1.0 | -3.0 | -1.3 | 3.1 | -1.5 | -0.1 | -1.2 | 0.8 | -3.3 | -6.7 | -2.9
CCCNC(=S)N(Cc1cc2cc(C)ccc2n2nnnc12)CC(C)(C)CN(C)C | 2.3 | 0.0 | 0.1 | 4.2 | 1.4 | 0.0 | -1.3 | -2.1 | 0.2 | 8.4 | -2.6
O=C(N/N=C/c1cc2c3c(c1O)CCCN3CCC2)c1ccccc1O | -8.1 | -2.2 | -1.4 | -6.2 | -2.3 | -2.9 | -3.6 | -209.7 | -9.6 | 6.2 | 1.1
CCN(CC)C(=O)[C@H]1C[C@H](CC(=O)NC(C)(C)C)C(=O)N2CCc3c([nH]c4cc(-c5ccco5)ccc34)[C@]12C | 0.3 | -1.9 | -0.7 | -9.6 | -1.1 | -0.2 | -2.0 | i | -2.8 | -6.9 | -4.4
O=C(O)c1ccc(Cl)c(NCc2cccnc2)c1 | 1.6 | 1.1 | -1.5 | -1.2 | 1.3 | 0.1 | 1.4 | -8.7 | -1.8 | 0.3 | -0.7
N#CCCN(Cc1ccccc1)C(C(=O)NC1CCCCC1)C1CC1 (configuration not stated) | · | -2.4 | -1.8 | -4.9 | · | -1.5 | -1.3 | -1.5 | 2.1 | 5.1 | -2.7
COC(=O)[C@]1(CNC(=O)C(C)(C)C)CC(=O)N(Cc2ccc(Cl)cc2)[C@@H]1c1ccc(OC)cc1 | · | -1.4 | -1.0 | 2.0 | · | -0.7 | · | 5.0 | 0.1 | -2.5 | 3.7
COc1ccc(OC)c(C(=O)c2oc3ccccc3c2NC(C)=O)c1 | -1.4 | 1.2 | -1.6 | 4.2 | -0.6 | -0.4 | -2.0 | -3.1 | 1.0 | -3.6 | 0.7
COc1cc2[nH]cc(C(=O)NCc3ccccc3)c(=O)c2cc1OC | 0.2 | -1.8 | -1.8 | -7.3 | 0.4 | -0.6 | 0.2 | -4.5 | -1.7 | -8.3 | -1.1
COc1ccc(/C(N)=N/OC(=O)c2ccc([N+](=O)[O-])c(C)c2)cc1OC | 0.2 | -0.7 | -1.3 | -9.7 | -0.2 | 0.0 | -2.5 | 1.0 | 2.5 | -0.5 | 0.3
c1ccc(Cc2noc(CN3CCN(CCOc4ccccc4)CC3)n2)cc1 | -1.8 | 0.5 | -1.7 | -7.3 | 0.2 | -0.3 | -1.9 | 0.3 | -2.2 | -4.5 | 1.6
O=C(O)c1cc(-c2ccco2)nc2ccc(Br)cc12 | -0.9&-4.5 | -0.3 | -1.0 | -5.8 | -0.7&0.5 | -0.2 | 25.3* | -42.6 | 2.2 | 0.7 | -4.8
Cc1ccc(NCc2ccc(O)c3ncccc23)cc1 | 3.0 | 0.1 | 0.2 | -5.2 | -0.5 | -0.1 | -0.9 | 1.3 | 0.6 | -6.4 | -1.6
Cc1ccc(Cl)cc1N1CCN(S(=O)(=O)c2cc3c(cc2C)NC(=O)CO3)CC1 | 1.3 | 1.9 | -0.3 | 0.4 | 0.5 | 0.2 | -1.7 | 4.3 | 3.6 | 3.7 | 2.5
CCN1CCN(C(=O)C2=CC(c3ccc(OC)cc3)=NS(=O)(=O)N2C)CC1 | 0.8 | -0.7 | -1.5 | -3.3 | 0.8 | 0.4 | -0.7 | -93.1 | -0.1 | 0.2 | 2.3
Cn1cncc1C#Cc1c(-c2ccsc2)sc2ccccc12 | 1.1 | -1.1 | -1.1 | -0.2 | 0.3 | -0.2 | -0.2 | -77.0 | -2.3 | -15.4 | -2.2
CN(C)CCN1CC(C(=O)O)CC1=O (configuration not stated) | -0.9 | -0.6 | -1.0 | 10.9 | -1.0 | -0.2 | 0.8 | 2.2 | -2.6 | -3.9 | 2.0

Screening results from PubChem.

No enrichment for hits. Share with any hit: about 7%.
